Screening results from PubChem BioAssay.
RT RNaseH block: inhibitors of HIV-1 reverse transcriptase RNase H. hit rate 1.9% among 65,000. RT-RNase H RNA/DNA duplex cleavage, fluorescence. inhibition, % at 10 µM. AID 565; in the data active = inhibition above about 50%
RmlCD inh mix: RmlC/RmlD inhibition, mixture screen. RmlC/RmlD coupled enzyme inhibition, 384-well mixture HTS. inhibition, % at 5.5 µM. hit rate 0.39% among 110,000; in the data active = inhibition above about 30%, passing the limit was not always enough; note: strong numbers were not always called active
Numbers without * were called inactive; . = no result given.

1: COC(=O)C1=CO[C@@H](OC2OC(CO)C(O)C(O)C2O)[C@@H]2[C@@H](C)[C@@H](O)C[C@H]12 (stereo partly drawn)
2: O=c1ccn([C@H]2C[C@H](O)[C@@H](CO)O2)c(=O)[nH]1
3: C/C=C(/C)C(=O)OC1c2c(ccc3ccc(=O)oc23)OC(C)(C)C1OC(=O)/C(C)=C\C (stereo not drawn)
4: Nc1ncnc2nc[nH]c12
5: CCn1cc(C(=O)O)c(=O)c2cc(F)c(N3CCNCC3)nc21
6: CN(C)CCOc1ccccc1Cc1ccccc1

assay / entry	1	2	3	4	5	6
RT RNaseH block	.	.	.	.	-1.2	0.7
RmlCD inh mix	-9.3	8.0	-14.9	-18.2	.	-0.4

7: C[C@@H]1C[C@H]2[C@@H]3C[C@H](F)C4=CC(=O)C=C[C@]4(C)[C@@]3(F)[C@@H](O)C[C@]2(C)[C@@]1(O)C(=O)COC(=O)C(C)(C)C
8: CNc1c2c(nn1C)CCCC2
9: C/C=C(/C)C(=O)O[C@@H]1c2cc(OC)c(OC)c(OC)c2-c2c(cc3c(c2OC)OCO3)C[C@H](C)[C@]1(C)O
10: CC[C@]1(O)C[C@@H]2CN(CCc3c([nH]c4ccccc34)[C@@](C(=O)OC)(c3cc4c(cc3OC)N(C)[C@H]3[C@@](O)(C(=O)OC)[C@H](OC(C)=O)[C@]5(CC)C=CCN6CC[C@]43[C@@H]65)C2)C1
11: O=C(O)/C=C/c1ccc(O)cc1
12: CCC(=O)O[C@]1(C(=O)SCF)[C@H](C)C[C@H]2[C@@H]3C[C@H](F)C4=CC(=O)C=C[C@]4(C)[C@@]3(F)[C@@H](O)C[C@@]21C

assay / entry	7	8	9	10	11	12
RT RNaseH block	11.7	.	.	-13.6	.	.
RmlCD inh mix	2.9	2.6	-6.3	3.6	5.9	-17.9

Of the compounds above, 3 have fluorine:
5: CCn1cc(C(=O)O)c(=O)c2cc(F)c(N3CCNCC3)nc21
7: C[C@@H]1C[C@H]2[C@@H]3C[C@H](F)C4=CC(=O)C=C[C@]4(C)[C@@]3(F)[C@@H](O)C[C@]2(C)[C@@]1(O)C(=O)COC(=O)C(C)(C)C
12: CCC(=O)O[C@]1(C(=O)SCF)[C@H](C)C[C@H]2[C@@H]3C[C@H](F)C4=CC(=O)C=C[C@]4(C)[C@@]3(F)[C@@H](O)C[C@@]21C

assay / entry	5	7	12
RT RNaseH block	-1.2	11.7	.
RmlCD inh mix	.	2.9	-17.9

More entries follow:
13: CCCCOc1ccc(CC(=O)NO)cc1
14: Cc1cccc2c1NC(=O)/C2=C\C(=O)c1cccs1
15: NC(N)=NC(=O)Cc1c(Cl)cccc1Cl
16: COc1ccc(CN2CCN(C(c3ccc(F)cc3)c3ccc(F)cc3)CC2)c(OC)c1OC
17: COc1ccc2ccc(=O)oc2c1
18: Cc1cccc(C)c1NC(=O)C1CCCCN1C (stereo not drawn)

assay / entry	13	14	15	16	17	18
RT RNaseH block	-5.7	.	.	.	.	2.3
RmlCD inh mix	2.2	-12.8	-0.2	-6.1	-6.7	-9.2

Some of the entries above, reformatted.
13: CCCCOc1ccc(CC(=O)NO)cc1
  RT RNaseH block: -5.7	RmlCD inh mix: 2.2
18: Cc1cccc(C)c1NC(=O)C1CCCCN1C (stereo not drawn)
  RT RNaseH block: 2.3	RmlCD inh mix: -9.2
17: COc1ccc2ccc(=O)oc2c1
  RT RNaseH block: .	RmlCD inh mix: -6.7

Further results
19: COc1ccc2nc(NC(=O)Nc3ccccc3)sc2c1
20: O=c1cc(-c2ccc(O)cc2)oc2cc(O[C@@H]3O[C@H](CO)[C@@H](O)[C@H](O)[C@H]3O[C@@H]3OC[C@](O)(CO)[C@H]3O)cc(O)c12
21: CCCCC1C(=O)N(c2ccccc2)N(c2ccccc2)C1=O
22: Cn1c(=O)c2c(ncn2CCO)n(C)c1=O
23: C=C1c2cccc(O)c2C(O)=C2C(=O)[C@]3(O)C(O)=C(C(N)=O)C(=O)[C@@H](N(C)C)[C@@H]3[C@@H](O)[C@H]12
24: COc1ccccc1OCCNCC(O)COc1cccc2[nH]c3ccccc3c12 (stereo not drawn)

assay / entry	19	20	21	22	23	24
RT RNaseH block	.	.	-4.4	-1.8	.	.
RmlCD inh mix	13.3	-20.2	4.5	.	-6.6	-16.9

This is a subset, so the mix of outcomes need not match the whole.
